Assay outcomes from PubChem.
Rat MKP-3 inhibitors: MKP-3 phosphatase inhibitors, primary screen, biochemical, rat enzyme, in vitro (AID 425); recombinant MKP-3 phosphatase activity, fluorescence; higher % means a stronger effect; 0.17% of 110,000 active; inhibition, % at 20 µM, or IC50 in µM where a hit was titrated; in the data active = inhibition above about 50%;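 also: plate controls were vehicle for no effect and reference inhibitor for full effect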
Hsp70 inhibitors: Hsp70 inhibitors, probe displacement, primary screen, biochemical, fluorescence polarization (AID 583). one-dose displacement, % at 20 µM; IC50 in µM for titrated hits. Hsp70 fluorescence polarization probe displacement, mP; higher % means a stronger effect. 0.06% of 140,000 active; in the data active = displacement above about 50%;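 also: plate controls were vehicle for no effect and reference ligand for full effect; a part of the inactive calls stands beside numbers as strong as those of hits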
* hit, by the source's call; x = not tested or not shown; & = joins results of further samples. Some of the compounds tested; rates above refer to the full screens.

Sample of the layout:
Hsp70 inhibitors,Rat MKP-3 inhibitors,SMILES
4.4%,1%,Oc1ccc(Nc2nc(-c3ccc(Br)cc3)cs2)cc1
3.2%,3%,COc1cc(/C=C2/C(=O)NC(=O)N(c3ccc(C(C)C)cc3)C2=O)cc(Cl)c1O
5.2%,-9%,CCn1c(SCc2cccnc2)nnc1-c1c[nH]c2ccccc12

The whole of this part (from the top)
Hsp70 inhibitors,Rat MKP-3 inhibitors,SMILES
4.4%,1%,Oc1ccc(Nc2nc(-c3ccc(Br)cc3)cs2)cc1
3.2%,3%,COc1cc(/C=C2/C(=O)NC(=O)N(c3ccc(C(C)C)cc3)C2=O)cc(Cl)c1O
5.2%,-9%,CCn1c(SCc2cccnc2)nnc1-c1c[nH]c2ccccc12
-0.4%,6%,COCCOC(=O)C1=C(C)NC(=O)NC1c1c(OC)ncnc1OC (stereo not drawn)
-16%,4%,COc1cccc(C2C(C(=O)Nc3ccccc3)=C(C)N=c3s/c(=C\c4cccs4)c(=O)n32)c1 (stereo not drawn)
1.1%,x,CCc1ccc(NC(=O)CSc2nc3cc(C(=O)OC)ccc3c(=O)n2CC2CCCO2)cc1 (stereo not drawn)
-1.1%,0%,Cc1ccc(N2C(=O)C3C(C2=O)C2(C)C(=O)C3(C)C(c3ccccc3)=C2c2ccccc2)cc1C (stereo not drawn)
4.5%,x,O=c1[nH]c2ccc(S(=O)(=O)N3CCCCC3)cc2o1
x,1%,CCOC(=O)N1CCC(N2CCN(S(=O)(=O)CC)CC2)CC1
-2.1%,-14%,O=C(c1ccc(Br)cc1)C1CCc2occc2C1=O (stereo not drawn)
0.8%,x,O=S(=O)(Nc1ncn[nH]1)c1ccc(Cl)cc1
-3.8%,2%,Cc1ccc(C(=O)N2CCN(c3c(Cl)cccc3[N+](=O)[O-])CC2)o1
-0.4%,-14%,O=S(=O)(c1ccccc1)N1CCN(C2CCCCCCC2)CC1
-5.3%,-20%,Cc1ccc(S(=O)(=O)N[C@H](C(=O)N2CCC(C(=O)NCC(=O)O)CC2)C(C)C)cc1
5.9%,x,COc1ccc(NC(=O)C2CC(=O)OC23CCOC(C)(C)C3)cc1 (stereo not drawn)
4.1%,7%,COc1ccccc1C1NC(=O)NC(C)=C1C(C)=O (stereo not drawn)
-1.7%,-2%,CN(C)CCSc1nc(N)c2c3c(sc2n1)COC(C)(C)C3
0.2%,-8%,CCn1c(NC(=O)c2cccs2)nc2ccccc21
6.1%,-6%,COc1cc(NC(=O)c2cc3sccc3n2C)cc(OC)c1
6.2%,-2%,CCOc1cc(/C=C2/SC(=S)N(CC)C2=O)ccc1OC(=O)c1cccc([N+](=O)[O-])c1
-0.9%,1%,O=C(NCCC(c1ccccc1)c1ccccc1)Nc1cc(F)c(F)cc1Cl
-2.9%,3%,CSc1nc2ccc(NS(=O)(=O)c3ccc4c(c3)OCCO4)cc2s1
0.4%,x,O=C(C[n+]1ccc(C(=O)N/N=C/c2ccc(Cl)cc2Cl)cc1)c1ccccc1
7.6%,x,N#CCSCC(=O)Nc1ccc(Cl)cc1
-39%,1%,Cc1ccc(C2=C/C(=C/c3ccc(-c4ccc([N+](=O)[O-])cc4)o3)C(=O)O2)cc1
-3.0%,x,O=S(=O)(c1ccccc1C(F)(F)F)N1CCC(n2cnc3ccccc32)CC1
0.5%,2%,N#CC(C(=O)C1CCCCC1)c1nc2ccccc2[nH]1 (stereo not drawn)
2.1%&4.2%,-1%,O=C(C#Cc1cccc([N+](=O)[O-])c1)c1ccccc1
-3.5%,4%,CNc1nnc(SCc2c(F)cccc2Cl)s1
16%,47%,O=C(O)c1cc(-c2ccc(C=C3C(=O)c4ccccc4C3=O)o2)ccc1O
-0.8%,-8%,CC1(C)NC(=O)N(CCCCOc2cccc(C(F)(F)F)c2)C1=O
-5.4%,1%,Cc1cccc(OCC(=O)Nc2ncc(Cc3ccc(Cl)cc3Cl)s2)c1
2.5%,x,Cc1nc2cc(NC(=O)COc3ccccc3C#N)ccc2n1-c1ccccc1
1.2%,3%,Cc1c(OCC(N)=O)ccc2c3c(c(=O)oc12)CCC3
-1.3%,x,COC(=O)c1sccc1NC(=O)c1ccc(C)o1
-1.6%,-11%,CCOC(=O)C1=C(C)NC(=O)NC1c1ccc(NC(C)=O)cc1 (stereo not drawn)
-2.9%,4%,Clc1ccccc1CSc1nnc(-c2cccnc2)n1Cc1ccco1
5.4%,-12%,Cc1oc2c(CN3CCCC3)c(O)ccc2c(=O)c1Oc1ccccc1Br
6.0%,x,CCCn1c(C)cc(-c2csc(N)n2)c1C
4.9%,5%,Cc1ccc(C(=O)Nc2ncn[nH]2)cc1
1.5%,7%,CC(C)C(=O)NC(C)C(c1cccs1)N1CCN(C)CC1 (stereo not drawn)
-2.9%,0%,CCCN1CN(Cc2ccccc2)CC2=C1CC(C)(C)CC2=O
9.1%,-5%,O=C(COC(=O)CCc1c[nH]c(=O)[nH]1)Nc1ccccc1Cl
-23%,x,CC1(C)N=C(SCC(=O)Nc2ccc(Cl)cc2)C(c2ccc(Cl)cc2)=N1
4.7%,-3%,COc1ccc(C2CC(=O)C(C=NCCN3CCN(C(C)=O)CC3)=C(O)C2)cc1OC (stereo not drawn)
-4.6%,0%,CCCCn1c(C)nc2c(=O)n(C)c(=O)[nH]c21
-2.8%&-3.8%,0%,O=C(Nc1nnc(Cc2ccccc2)s1)c1ccco1
3.2%,-4%,COc1ccc(N2C(=O)CC(N3CCN(Cc4ccc5c(c4)OCO5)CC3)C2=O)cc1 (stereo not drawn)
-1.3%,-4%,COC1(OC)N=C(N)C2(C#N)C(c3ccc(F)cc3)C12C#N (stereo not drawn)
0.8%&-5.5%,-14%&1%,COc1ccc(Cc2noc(-c3ccc(C)cc3)n2)cc1
-4.6%,0%,CC12CN3CC(C)(CN(C1)C3(C)CSc1c[nH]c3ccccc13)C2=O (stereo not drawn)
0.3%,3%,Brc1ccc(CN2CCN(C3CCCCC3)CC2)cc1
-2.6%,x,CCCCNS(=O)(=O)C1CCS(=O)(=O)C1 (stereo not drawn)
-4.1%,-3%,Cc1ccc(CNc2ccc(N3CCOCC3)c(C(=O)O)c2)s1
1.1%,1%,O=C(CSc1nnc(-c2ccco2)n1-c1ccccc1)c1cccc([N+](=O)[O-])c1
-4.2%,1%,O=C(Nc1ccccc1Oc1ccccc1)c1cnccn1
0.9%,-20%,COc1cc(C(c2nnnn2C2CCCC2)N2CCN(C)CC2)cc(OC)c1OC (stereo not drawn)
-5.0%,-10%,O=c1nc(N2CCOCC2)nc2n1CCO2
1.5%,4%,O=C1CCCC2=C1C(c1ccc([N+](=O)[O-])cc1)C1=C(CCCC1=O)O2
-0.8%,x,CC(=O)c1ccc(N(C(=O)Cn2nnc3ccccc32)C(C(=O)NC2CCCCC2)c2cn(C)nc2C)cc1 (stereo not drawn)

Five entries picked at random from those above:
Hsp70 inhibitors,Rat MKP-3 inhibitors,SMILES
3.2%,-4%,COc1ccc(N2C(=O)CC(N3CCN(Cc4ccc5c(c4)OCO5)CC3)C2=O)cc1 (stereo not drawn)
-2.6%,x,CCCCNS(=O)(=O)C1CCS(=O)(=O)C1 (stereo not drawn)
-4.2%,1%,O=C(Nc1ccccc1Oc1ccccc1)c1cnccn1
-4.6%,0%,CC12CN3CC(C)(CN(C1)C3(C)CSc1c[nH]c3ccccc13)C2=O (stereo not drawn)
-1.3%,-4%,COC1(OC)N=C(N)C2(C#N)C(c3ccc(F)cc3)C12C#N (stereo not drawn)

Next structures follow.
Hsp70 inhibitors,Rat MKP-3 inhibitors,SMILES
-4.8%,0%,N#C/C(=C\NCC(=O)O)C(=O)NCc1ccccc1
-0.3%,-10%,COc1ccc(S(=O)(=O)N2CCn3c2nc2ccccc23)cc1
-9.2%,-3%,N#C/C(=C(/O)COC(=O)c1ccc2c(c1)OCCO2)c1nc2ccccc2[nH]1
3.8%,1%,COc1ccc(C=C2C(=O)N(C)C(=O)N(C)C2=O)cc1OC
-5.8%&2.7%,-4%&1%,COc1ccc(OC)c(NC(=O)C2COc3ccccc3O2)c1 (stereo not drawn)
-2.4%,1%,Cc1c(NC(=O)C(C)OC(=O)c2cc3c4ccccc4n(C)c3s2)c(=O)n(-c2ccccc2)n1C (stereo not drawn)
1.1%,-2%,COc1cc(Cn2c(C(=O)O)cc3sccc32)cc(OC)c1OC
4.3%,x,O=c1[nH]c(CN2CCN(c3ccc(F)cc3)CC2)nc2ccccc12
3.2%,1%,COc1ccc(N(CC(=O)N2CCCCC2)S(=O)(=O)c2c(C)nn(C)c2C)cc1
-0.5%,4%,CC(C)C1CC(c2csc(N)n2)CCO1 (stereo not drawn)
-4.0%,x,CC1CCC2(CC1)NC(CO)(CO)CO2 (stereo not drawn)
-13%,x,C=C(C)C1Cc2c(C)nn(-c3cccc4ccccc34)c2C1 (stereo not drawn)
1.4%,-4%,CC1(C)C(c2ccccc2)=[N+]([O-])CN1O
2.0%,-18%,C#CCNc1cc(C)nc2ncnn12
0.5%,-6%,O=C1CNC(=O)/C1=C\N1CCN(C(c2ccccc2)c2ccccc2)CC1

Profiles, quoted from the list:
Shown for Cc1c(NC(=O)C(C)OC(=O)c2cc3c4ccccc4n(C)c3s2)c(=O)n(-c2ccccc2)n1C (stereo not drawn) : Hsp70 inhibitors = -2.4%; Rat MKP-3 inhibitors = 1%
Shown for C#CCNc1cc(C)nc2ncnn12 : Hsp70 inhibitors = 2.0%; Rat MKP-3 inhibitors = -18%
Shown for O=c1[nH]c(CN2CCN(c3ccc(F)cc3)CC2)nc2ccccc12 : Hsp70 inhibitors = 4.3%; Rat MKP-3 inhibitors = x

More entries:
Hsp70 inhibitors,Rat MKP-3 inhibitors,SMILES
0.7%,x,COc1ccc(CCNC(=O)c2c(C)cc(=O)oc2C)cc1OC
-16%,11%,COc1cc(C=O)ccc1OCc1ccccc1COc1ccc(/C=C2/SC(=S)NC2=O)cc1OC
0.5%,-1%,O=C(Cn1cc2c(n1)CCCC2)NCCCN1CCN(Cc2ccccc2)CC1
4.2%,-2%,CCOC(=O)CCc1n[nH]c(=O)[nH]c1=O
0.8%,18%,CCOC(=O)c1c(C)[nH]c(C(=O)OCC(=O)Nc2cc(C)ccc2OC)c1C
1.6%,x,O=C(O)Cn1cc(C(=S)N2CCOCC2)c2ccccc21
5.5%,-1%,CCOc1ccccc1NS(=O)(=O)c1ccc(Br)s1
-2.3%,x,Cc1ccc(OCCN2CCN(c3ncnc4sc(C)c(C)c34)CC2)cc1
1.8%,3%,COc1ccc(-c2cn3c(C)c(C(=O)N4CCN(c5ccc(F)cc5)CC4)sc3n2)cc1
6.0%,x,CC(=O)N(Cc1ccc(F)cc1)C1=C(NCCc2ccccc2)C(=O)c2ccccc2C1=O
1.8%,-12%,COc1ccc(CCN2C(=O)C(C)C(Cc3ccc(C)cc3)C2=O)cc1OC (stereo not drawn)
-3.6%,2%,C/C(=N\Nc1nnc2c(n1)[nH]c1ccccc12)c1ccc(Br)cc1
-4.6%,2%,CC1(C)OC(=O)C(=CNc2ccccc2F)C(=O)O1
1.2%,3%,O=C(Nc1cccc(NC(=O)c2ccc3ccccc3c2)c1)c1cccc(Cl)c1
-1.7%,-1%,O=C(Nc1ccc(Cl)cc1)N1CCN(Cc2ccc3c(c2)OCO3)CC1
-3.7%,0%,O=C(Nc1ccccc1C(=O)N1CCN(Cc2ccccc2)CC1)c1ccccc1Cl
1.0%,x,Cc1cc(=O)oc2cc(OCC(=O)NCc3ccccn3)ccc12
5.9%,-9%,CC(=O)Nc1c(C(=O)NCc2ccccc2)nnn1Cc1ccccc1
2.7%,1%,O=C(NCc1nnc2n1CCCCC2)c1ccc(Cl)cc1Cl
-2.5%,2%,O=[N+]([O-])c1ccc(Cl)cc1NCc1ccccc1
2.3%,x,Cn1c(=O)n(C)c2cc(S(=O)(=O)NCCOCCO)ccc21
1.7%,-8%,COC(=O)/C=C(\C)NC(=O)c1cccs1
2.3%,0%,Cc1cc(C)c(C)c(C=C2C(=O)c3ccccc3C2=O)c1C
4.3%,2%,Cc1c(Cc2ccccc2)c(-n2ccnc2)n2c(nc3ccccc32)c1C#N
-2.0%,1%,CCc1ccccc1NC(=O)C(=O)NCCc1ccc(F)cc1
2.4%,0%,N=c1sccn1CC(=O)Nc1ccc(S(=O)(=O)N2CCOCC2)cc1
5.5%,-4%,Cc1ccc2nc(SCC(=O)Nc3ccc(/C=C/c4ccccc4)cc3)[nH]c2c1
-0.7%,-1%,O=C(Nc1ccc(Br)cc1)C1CCCN1S(=O)(=O)c1ccc(Cl)cc1 (stereo not drawn)
2.3%,-3%,CCOC(=O)CC1C(=O)NCCN1C(=O)c1cc2c(=O)n3ccccc3nc2s1 (stereo not drawn)
x,2%,O=C(C1=C(O)C(=O)N(c2ncccn2)C1c1cccc(Cl)c1)c1ccco1 (stereo not drawn)
5.6%,x,CCOC(=O)C1=C(Cn2cnc3ccccc32)NC(=O)NC1c1ccc(OC)cc1 (stereo not drawn)
0.6%,4%,CCOC(=O)NC(NC(=S)Nc1ccc(C(C)=O)cc1)C(Cl)(Cl)Cl (stereo not drawn)
0.5%,4%,Cc1cc(OCC(=O)NCC2CCCO2)ccc1Br (stereo not drawn)
1.5%,5%,COC(=O)C1=C(C(=O)OC)SC(=C2C(=S)C(C)(C)N(C(=O)c3ccccc3F)c3cc(C)ccc32)S1
-2.2%,x,O=C(Oc1ccc(N(Cc2cccs2)C2=NS(=O)(=O)c3ccccc32)cc1)c1ccccc1
